Screening data deposited in PubChem by National Center for Advancing Translational Sciences (NCATS).
FEN1 inh – inhibitors of human flap endonuclease 1 | P39748 | Recombinant FEN1 flap cleavage, fluorescence, 15 min | Potency, µM (titrated, usually from 114 µM), for the others: top-dose activity change, negative = inhibition, hits mostly inhibitors | actives 0.35% (n = 390,000) | AID 588795; note: nearly all actives have a fitted effect of over 65% in size
Target sequence (P39748 whole entry, looked up): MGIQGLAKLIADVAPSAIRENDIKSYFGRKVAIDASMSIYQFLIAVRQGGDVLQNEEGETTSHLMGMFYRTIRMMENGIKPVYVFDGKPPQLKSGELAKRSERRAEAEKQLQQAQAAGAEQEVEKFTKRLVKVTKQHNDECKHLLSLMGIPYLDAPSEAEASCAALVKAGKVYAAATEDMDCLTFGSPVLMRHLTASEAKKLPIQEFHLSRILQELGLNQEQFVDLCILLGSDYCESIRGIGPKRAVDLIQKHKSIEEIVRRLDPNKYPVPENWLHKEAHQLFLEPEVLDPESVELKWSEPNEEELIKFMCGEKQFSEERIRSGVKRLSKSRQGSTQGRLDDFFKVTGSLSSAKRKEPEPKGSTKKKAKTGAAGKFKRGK
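Compounds are tested as a concentration series against 10 nM FEN1; after a 15 min room-temperature preincubation, 50 nM substrate starts cleavage, with plate reads at 0 and 15 min. Normalized responses are fitted by a Hill equation.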
KAT2A inh – blocks human GCN5L2 histone acetyltransferase; actives 0.21% (n = 390,000); Q92830; GCN5L2 HAT assay, ThioGlo1 CoA-SH fluorescence; Potency, µM (series often up to 58.9 µM), for the others: top-dose activity change, negative = inhibition, most hits filed as inhibitors; AID 504327
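ThioGlo1-coupled HAT assay: 20nM GCN5L2, 70uM acetyl-CoA, 75uM H3(1-25) peptide, pH 7.5. Fluorescence read at 340/540nm at start and after 20 min at room temperature.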
TDP1 cell CPT – DT40-hTDP1 cell growth loss with CPT; chicken DT40 Tdp1-/-;hTDP1 cells + 20 nM CPT, ATP luminescence, 48 h; Potency, µM (titrated, usually from 46.2 µM), inactives show top-dose activity change, negative = growth inhibition, actives largely listed as inhibitors; actives 12% (n = 420,000); AID 686979; note: nearly all actives have a fitted effect of over 55% in size
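Chicken DT40 Tdp1-/- cells complemented with human TDP1, 400 cells/well, exposed to compounds plus 20 nM camptothecin for at least 48 h at 37 C; viability read as ATP content by CellTiter-Glo luminescence.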
Active calls of the source: *; ? = inconclusive; / = not tested or not shown; [ ] = another dose, or the depositor's remark. Calls come from the whole dose curve; as a rule, active = well fitted curve in the direction sought with a large enough effect; inconclusive = small, poorly fitted or top-dose-only effect, or another doubt; inactive = no such curve, though single readings can be large; an effect the other way counts as inactive or inconclusive. % is set by controls: 0 for no effect and ±100 for the full control effect; potency is the fitted concentration of half-maximal effect. Not all compounds are listed; rates above refer to the full screens.

SMILES	FEN1 inh	KAT2A inh	TDP1 cell CPT
Cc1cc(C)cc(NC(=O)C2CCN(S(=O)(=O)c3ccc4c(c3)NC(=O)C(C)S4)CC2)c1 (configuration not stated)	-13.8%	-26.2%	?
Cc1cccc(OCC(=O)Nc2ccc3c(C)cc(=O)oc3c2)c1	1.6%	0.2%	-6.3%
Cc1ccccc1NC(=O)CSc1nnc2ccc(-c3ccccn3)nn12	-6.3%	-3.2%	-13.6%
COc1ccc(OCc2nnc(SCc3ccc(C(=O)O)cc3)o2)cc1	-1.7%	2.9%	-0.6%
CC(=O)Nc1cccc(C(=O)/C=C/c2ccco2)c1	0.9%	-0.9%	?
CNc1ccc(C(=O)OCC(=O)NCc2ccc3c(c2)OCO3)cc1[N+](=O)[O-]	-12.6%	-1.7%	1.8%
CCOC(=O)C1CCCN(CC(=O)NC2CC2)C1 (configuration not stated)	-15.4%	-0.7%	-14.6%
CCOC(=O)C1C(=O)C=C(N2CCOCC2)CC1c1cccc(OC)c1 (configuration not stated)	-7.1%	?	-14.5%
CN(CC(=O)Nc1ccccc1C(F)(F)F)C(=O)CCc1nc2ccccc2c(=O)[nH]1	-1.0%	2.0%	-5.6%
O=C(Nc1ccc2ccccc2c1)c1ccc2[nH]c(=O)c(=O)[nH]c2c1	-20.4%	-2.0%	?
O=C(CC1N=C2c3ccccc3N=C(SCc3cccc(Cl)c3)N2C1=O)NCCc1ccccc1 (configuration not stated)	-2.8%	-23.4%	?
O=C(c1ccc(Br)o1)N(Cc1ccccc1)Cc1ccccc1	4.9%	-3.1%[88.6 µM]	?
COc1ccc(CNC(=O)Nc2ccc3c(c2)N(C)C(=O)c2ccccc2S3)cc1	11.2%	-9.2%	?
COc1ccc(-c2cc3ncc(C)n3c(Nc3ncccc3C(N)=O)n2)cc1OC	?	-15.3%	/
CN(C)S(=O)(=O)c1ccc(C(=O)OCC2CCCO2)cc1 (configuration not stated)	0.9%	-8.0%	-2.6%
CN(C)c1ccc(-c2cncnc2N(C)Cc2ccco2)cc1	/	-10.9%	?
CCN(C(=O)CCn1cnc2onc(-c3ccc(F)cc3)c2c1=O)c1ccc(OC)cc1	3.6%	8.5%	16.4µM*
Cc1cc(NC(=O)CSc2nnnn2-c2cc(Cl)ccc2C)no1	-14.0%	3.4%	2.6%
Cc1ccc(NC(=O)COC(=O)COc2cccc3c2OC(C)(C)C3)c(C)c1	3.3%	0.2%	-0.2%
CCSc1ncccc1-c1nc2ccccc2[nH]1	5.1%	-11.1%	-6.4%
CCS(=O)(=O)NCCCCc1ccccc1	7.1%	-6.4%	2.6%
C[C@H](NC(=O)OC(C)(C)C)C(=O)N/N=C/c1cccc2nccnc12	2.1%	-7.6%	-6.8%
COc1ccc(OC)c(S(=O)(=O)N2CCN(c3c(C)cccc3C)CC2)c1	-21.9%	-8.4%	0.8%
O=C(CCc1nc2ccccc2c(=O)[nH]1)NNC(=O)COc1ccccc1Cl	6.3%	-1.7%	-10.7%
CCc1cc(C(=O)NNC(=O)c2csc(N3CCOCC3)n2)sc1C	15.0%	?	?

2 successive entries out of the list so far, quoted:
SMILES	FEN1 inh	KAT2A inh	TDP1 cell CPT
Cc1cc(C)cc(NC(=O)C2CCN(S(=O)(=O)c3ccc4c(c3)NC(=O)C(C)S4)CC2)c1 (configuration not stated)	-13.8%	-26.2%	?
Cc1cccc(OCC(=O)Nc2ccc3c(C)cc(=O)oc3c2)c1	1.6%	0.2%	-6.3%

Next section.
SMILES	FEN1 inh	KAT2A inh	TDP1 cell CPT
COc1ccc2cc(CNc3ccc(OC)c(OC)c3)c(=O)n(CC(=O)Nc3ccccc3F)c2c1	-2.2%	-15.9%	/
NC(=O)C1CCCc2c1n(Cc1ccccc1)c1ccccc21 (configuration not stated)	-12.2%	-16.4%	21.2%
COc1ccc(/C=N/NC(=O)c2cc(-c3ccccc3OC)nc3ccccc23)cc1COC(C)=O	14.3%	-12.7%	10µM*
Cc1cc(C)cc(-n2ncc3c2CCCC3NC(=O)c2cc(C)n(C)n2)c1 (configuration not stated)	1.3%	-3.8%	?
CSc1nnc(CNS(=O)(=O)c2ccc(Br)cc2)n1C	-3.7%	-2.1%	-1.6%
COc1ccccc1CN1CC[C@@]2(CCCN(C(=O)c3cccc(F)c3)C2)C1	/	8.3%	7.4%
COCCCNC(=O)CCSc1ccc(Cl)cc1	0.4%	0.3%	-3.0%
Cn1nnnc1SCC(=O)Nc1c(Cl)cccc1Cl	-6.0%	-1.8%	15.5%
COC(=O)COc1ccc(S(=O)(=O)NCCC2=CCCCC2)cc1	-2.0%	-2.4%	-14.2%
CCOC(=O)c1c(-c2ccc(OC)cc2)oc2ccc(OCc3ccc(Br)cc3)cc12	14.9%	32.0%[activator]	?
COc1ccc(OCCNc2cc(N3CCOCC3)ccc2[N+](=O)[O-])cc1	0.9%	-5.4%	?
O=[N+]([O-])c1ccc(OCCn2cncn2)cc1	-4.6%	-8.4%	9.6%
COc1cccc(NC(=O)COC(=O)c2sccc2C)c1	1.9%	-1.6%	-14.9%
CCOC(=O)c1cc2cc(C)ccc2[nH]1	-1.7%	-14.7%	?
CC1=C(C(=O)OCCOc2ccccc2)C(c2coc3ccccc3c2=O)C2=C(CCCC2=O)N1 (configuration not stated)	-11.5%	0.9%	-13.4%
CCCCOC(=O)C1=C(C)Nc2ncnn2C1c1cccc(OC)c1 (configuration not stated)	-17.0%	-1.1%	?
Cc1ccccc1NC(=O)CNC(=O)Cc1cccc2ccccc12	-15.2%	-1.1%	3.4%
CCOc1cc(/C=C2/C(=O)ON=C2C)ccc1OCc1ccccc1F	-4.9%	-15.6%	?
O=C1NCCCc2nonc21	5.0%	-4.5%	0.4%
O=C(CSc1ccc(-c2ccc(Br)cc2)nn1)N1CCOCC1	13.5%	-6.1%	-18.8%
O=C(Nc1cc(Cl)ccc1-n1cncn1)c1cccs1	-7.9%	-1.2%	-5.9%
CCOc1ccccc1NC(C)C(=O)NC(=O)NC1CCCCC1 (configuration not stated)	-19.9%	-8.4%	18.4µM*
CC(C)c1nnc(SCC(=O)N2CCOCC2)n1C	2.1%	-1.0%	3.7%
O=C(CSc1nnc(-c2cccc(Br)c2)o1)N1CCNC1=O	18.5%	-3.5%	-24.7%
Cc1ccc2c(c1)CC(C)N2S(=O)(=O)c1nnc(NC(=O)c2ccccc2F)s1 (configuration not stated)	-1.4%	-0.3%	-13.0%

18 entries out of the list, arranged by formula weight, highest first:
SMILES	FEN1 inh	KAT2A inh	TDP1 cell CPT
COc1ccc(/C=N/NC(=O)c2cc(-c3ccccc3OC)nc3ccccc23)cc1COC(C)=O	14.3%	-12.7%	10µM*
CCOC(=O)c1c(-c2ccc(OC)cc2)oc2ccc(OCc3ccc(Br)cc3)cc12	14.9%	32.0%[activator]	?
CC1=C(C(=O)OCCOc2ccccc2)C(c2coc3ccccc3c2=O)C2=C(CCCC2=O)N1 (configuration not stated)	-11.5%	0.9%	-13.4%
Cc1ccc2c(c1)CC(C)N2S(=O)(=O)c1nnc(NC(=O)c2ccccc2F)s1 (configuration not stated)	-1.4%	-0.3%	-13.0%
O=C(CSc1nnc(-c2cccc(Br)c2)o1)N1CCNC1=O	18.5%	-3.5%	-24.7%
COc1ccccc1CN1CC[C@@]2(CCCN(C(=O)c3cccc(F)c3)C2)C1	/	8.3%	7.4%
CSc1nnc(CNS(=O)(=O)c2ccc(Br)cc2)n1C	-3.7%	-2.1%	-1.6%
COc1ccc(OCCNc2cc(N3CCOCC3)ccc2[N+](=O)[O-])cc1	0.9%	-5.4%	?
Cc1cc(C)cc(-n2ncc3c2CCCC3NC(=O)c2cc(C)n(C)n2)c1 (configuration not stated)	1.3%	-3.8%	?
CCCCOC(=O)C1=C(C)Nc2ncnn2C1c1cccc(OC)c1 (configuration not stated)	-17.0%	-1.1%	?
Cc1ccccc1NC(=O)CNC(=O)Cc1cccc2ccccc12	-15.2%	-1.1%	3.4%
Cn1nnnc1SCC(=O)Nc1c(Cl)cccc1Cl	-6.0%	-1.8%	15.5%
COc1cccc(NC(=O)COC(=O)c2sccc2C)c1	1.9%	-1.6%	-14.9%
NC(=O)C1CCCc2c1n(Cc1ccccc1)c1ccccc21 (configuration not stated)	-12.2%	-16.4%	21.2%
COCCCNC(=O)CCSc1ccc(Cl)cc1	0.4%	0.3%	-3.0%
CC(C)c1nnc(SCC(=O)N2CCOCC2)n1C	2.1%	-1.0%	3.7%
CCOC(=O)c1cc2cc(C)ccc2[nH]1	-1.7%	-14.7%	?
O=C1NCCCc2nonc21	5.0%	-4.5%	0.4%

More structures follow.
SMILES	FEN1 inh	KAT2A inh	TDP1 cell CPT
CCOc1ccc(Nc2nc3cc(S(=O)(=O)CC)ccc3o2)cc1	-4.5%	?	-2.8%
COC(=O)[C@@H](NC(=O)NCc1cccs1)C(C)C	4.1%	1.3%	-12.6%
COc1cccc(OC)c1C(=O)NC(=S)N1CCN(c2ccc(C(F)(F)F)cc2[N+](=O)[O-])CC1	4.2%	-4.7%	?
CCc1cc2c(=O)n(Cc3ccco3)c(SCC(=O)NCC3CCCO3)nc2s1 (configuration not stated)	-1.0%	-4.7%	14.6µM*
NC(=O)[C@H]1CC2(CC(c3cccc(NC(=O)COc4ccc(Cl)cc4)c3)=NO2)CN1C(=O)[C@H]1CCC(=O)N1 (some centres not stated)	9.7%	-15.4%	0.4%
Nc1nnc(SCC(=O)NNC(=O)c2ccccc2)s1	3.3%	-0.7%	18.0%
Cc1nc(C)c(C(=O)OCC(=O)Nc2ccccc2)s1	24.1%	-5.6%	5.8%
CCn1c(CN2CCC(C)CC2)nc2cc(NC(=O)COc3ccc(Cl)c(C)c3)ccc21	3.2%	-10.7%	6.51µM*
Cc1cc(-c2ccc(C)c(S(=O)(=O)N3CCN(c4ccc(F)cc4)CC3)c2)on1	-12.4%	-4.5%	-30.0%
CN1C(=O)N(C)C2(c3ccccc3)N(C)C(=O)NC12c1ccccc1 (configuration not stated)	4.2%	1.2%	-15.1%
CS(=O)(=O)Nc1ccccc1C(=O)Nc1ccc2c(c1)OCCO2	-0.5%	-15.2%	?
CCOc1ccc(NC(=S)NCCCc2ccccc2)cc1	-19.2%	-5.9%	?
C=CCn1c(SCC(=O)NCc2ccc3c(c2)OCO3)nnc1C1COc2ccccc2O1 (configuration not stated)	-4.1%	-0.2%	-25.8%
CCOc1ccc(CCNC(=O)CCc2nnc3ccc(N4CCOCC4)nn23)cc1OCC	18.0%	-2.1%	-4.1%
COc1ccccc1N1CCN(c2ccc(=O)n(CC(=O)NCc3ccc(OC(C)C)cc3)n2)CC1	17.3%	-23.5%	?
O=C(Cn1cnc2ccccc2c1=O)NC1CCS(=O)(=O)C1 (configuration not stated)	-7.5%	2.2%	20.3%
CCOC(=O)N1CCN(C(=O)c2ccc3c(c2)N(Cc2ccccc2)CCS3)CC1	4.2%	-14.6%	?
Nc1nnnn1CC(=O)N/N=C/c1cc([N+](=O)[O-])ccc1O	10.2%	-19.9%	-22.8%
O=C(Nc1ccccc1)C1C2CCC3C(CCC21)C3(Cl)Cl (configuration not stated)	5.9%	-0.6%	-24.2%
COc1ccc(CCNC(=O)C2CCN(S(=O)(=O)N3CCCCCC3)CC2)cc1OC	4.5%	-10.4%	?
CCOc1ccc(NC(=O)CCNS(=O)(=O)c2ccc3c(c2)CCCC(=O)N3)cc1	4.7%	-5.6%	/
CCN(CC)c1ccc(/C=N/Nc2ccccc2)c(O)c1	-32.2%	-14.0%	?
CCC1C(=O)NCCN1C(=O)c1ccc(OC)c(OC2CCN(C(C)=O)CC2)c1 (configuration not stated)	-4.0%	?	8.4%
CSCC(O)Cn1ncc2ccccc2c1=O (configuration not stated)	17.7%	-11.6%	-4.8%
O=C(OCC(=O)N1CCc2ccccc21)C1=COCCO1	0.2%	-5.3%	?
COc1ccc(OCCCC(=O)NCCc2nc3ccccc3[nH]2)cc1	-7.0%	-6.1%	-0.1%
Cc1ccc2nc(SCC(=O)Nc3ccc4c(c3)OCCO4)nc(=O)n2c1	-1.4%	-5.0%	?
CCOC(=O)N1CCN(Cc2cn[nH]c2-c2cccc3ccccc23)CC1	-11.2%	1.4%	-27.1%
NC(=O)CC(NC(=O)c1ccccc1)c1ccc(NC2CCN(Cc3ccccc3)CC2)c([N+](=O)[O-])c1 (configuration not stated)	0.3%	7.6%	-6.3%
COc1ccc(C(=O)O)cc1S(=O)(=O)NCc1ccccn1	7.6%	13.8%	-2.8%
